LDHA block: blocks human lactate dehydrogenase A; 480,000 tested, 0.15% active; purified LDHA, NADH/diaphorase-resazurin fluorescence; active compounds read low; activity change, % (values are at about 110 or 230 µM); P00338; in the data active = activity change below about -30%; inconclusive = mostly about -25% to -30%;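 note: plate controls were DMSO wells for no effect and wells without enzyme for full effect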
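Human LDH5 (2 nM) was incubated with 0.06 mM NADH and 0.2 mM pyruvate for 5 min at room temperature in Tris pH 7.4. Remaining NADH was coupled through diaphorase/resazurin, and resorufin fluorescence was read at 0 and 20 min.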
RGS4 inhibitor: blocks human RGS4-accelerated GTP hydrolysis. P49798. Transcreener GDP fluorescence polarization, RGS4-accelerated GTP hydrolysis. Potency, µM (highest dose often 114 µM), for the others: at the top dose activity change, negative = inhibition, actives largely listed as inhibitors. 390,000 tested, 0.039% active. AID 504845; note: potency is the fitted concentration of half-maximal effect; % is set by controls: 0 for no effect and ±100 for the full control effect; nearly all actives have a fitted effect of over 75% in size; some results filed as inactive show a strong effect at the top dose
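MLSMR compounds (23 nl, pin-transferred) preincubated 10 min at room temperature with a 500nM (2x) first reagent, then RGS4 at 900nM (2x) plus Transcreener GDP mix added; fluorescence polarization (620/688 nm) read before and after 90 min at 30 °C.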
12-LOX inh: blocks human arachidonate 12S-lipoxygenase. Potency, µM (titrated, usually from 108 µM), for the others: top-dose activity change, negative = inhibition, usual class: inhibitors. purified 12hLO, xylenol orange hydroperoxide absorbance. P18054. 580,000 tested, 1.1% active; note: potency is the fitted concentration of half-maximal effect; % is set by controls: 0 for no effect and ±100 for the full control effect
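Purified human 12hLO (150 nM final) in 25 mM Hepes, 0.01% Triton X-100, pH 7.0 was preincubated 15 min at room temperature with compound. Then 40 uM arachidonic acid was added, 30 min. Hydroperoxide was read by Fe-XO absorbance ratio 573/405 nm.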
Pol kappa inh: DNA polymerase kappa (human) inhibition | Potency, µM (series often up to 107 µM), for inactives: top-dose activity, negative = inhibition, usual class: inhibitors | AID 588579 | purified Pol kappa, fluorescent DNA synthesis assay, 10 min | 400,000 tested, 0.53% active | Q9UBT6; note: potency is the fitted concentration of half-maximal effect; % is set by controls: 0 for no effect and ±100 for the full control effect
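10 nM Pol kappa preincubated 15 min at room temperature with compounds, then reaction started with substrate at 50 nM final. Fluorescence read kinetically at 0 and 10 min; buffer-only wells served as negative control.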
Apoferritin bind: candidate novel general anesthetic via apoferritin binding | AID 485281 | apoferritin/1-aminoanthracene competitive binding, fluorescence | Potency, µM (top dose mostly 77.5 µM), inactives show top-dose activity change, negative = displacement, usual class: inhibitors | 350,000 tested, 0.074% active; note: potency is the fitted concentration of half-maximal effect; % is set by controls: 0 for no effect and ±100 for the full control effect; nearly all actives have a fitted effect of over 20% in size
Target sequence (P02791 2-175 limits assumed): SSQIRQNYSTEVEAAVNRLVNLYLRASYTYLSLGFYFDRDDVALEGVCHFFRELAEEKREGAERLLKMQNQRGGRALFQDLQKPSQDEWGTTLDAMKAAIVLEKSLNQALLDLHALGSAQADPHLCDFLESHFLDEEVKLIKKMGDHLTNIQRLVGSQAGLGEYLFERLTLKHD
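10 uM apoferritin + 50% sat. 1-AMA, PBS; cpd 10 min RT; Ex380/Em535 endpoint; normalized to free probe vs complex; 4-param Hill fit; propofol titration as pos. ctrl.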
POLB inh: DNA polymerase beta (human) inhibition; P06746; Pol beta primer extension/strand displacement, fluorescence kinetic; Potency, µM (top dose mostly 114 µM), without a hit: at the highest dose activity change, negative = inhibition, hits mostly inhibitors; 340,000 tested, 1.3% active; AID 485314; note: potency is the fitted concentration of half-maximal effect; % is set by controls: 0 for no effect and ±100 for the full control effect
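Homogeneous kinetic assay of primer extension and strand displacement by 10 nM Pol beta, preincubated 15 min at room temperature with compound before 50 nM substrate (final) was added. Read at 0 and 10 min; four-parameter Hill fit.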
ERG-DNA inh: blocks human ERG Ets domain binding to DNA | Potency, µM (highest dose often 76.9 µM), without a hit: at the top dose FP activity, negative = inhibition, usual class: inhibitors | P11308 | AID 624246 | 370,000 tested, 0.028% active | fluorescence polarization, His-ERG Ets domain / labelled DNA; active = well fitted inhibition curve with a large enough effect in the polarisation, with a control signal flat; inconclusive = small, poorly fitted or top-dose-only effect, or effect the other way, or a change in a side signal; inactive = no such curve, though single readings can be large or run the other way; the % refers to the polarisation;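 note: polarization taken with two DNA probes labelled with fluorescein and Texas red; potency is the fitted concentration of half-maximal effect; % of control where 0% means no effect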
Target sequence (P11308 whole entry, looked up, the tested form may be a part): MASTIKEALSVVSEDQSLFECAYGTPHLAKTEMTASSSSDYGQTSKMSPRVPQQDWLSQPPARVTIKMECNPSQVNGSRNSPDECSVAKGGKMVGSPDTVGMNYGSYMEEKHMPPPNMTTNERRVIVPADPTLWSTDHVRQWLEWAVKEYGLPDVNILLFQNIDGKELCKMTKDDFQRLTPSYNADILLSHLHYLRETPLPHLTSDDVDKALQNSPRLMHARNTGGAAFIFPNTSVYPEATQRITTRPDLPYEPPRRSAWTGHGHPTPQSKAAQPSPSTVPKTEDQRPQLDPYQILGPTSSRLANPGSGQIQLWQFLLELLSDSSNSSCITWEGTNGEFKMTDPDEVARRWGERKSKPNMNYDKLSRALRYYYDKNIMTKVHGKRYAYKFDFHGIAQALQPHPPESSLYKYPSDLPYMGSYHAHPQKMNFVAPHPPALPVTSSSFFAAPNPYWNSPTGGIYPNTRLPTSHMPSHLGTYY
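His-tagged ERG Ets domain (1 uM in the protein solution; 300mM KCl, 50mM Tris-HCl, 1mM EDTA, 1mM DTT, pH 7.5) received compound, then a probe mix of 5 nM fluorescein-DNA and 100nM Texas-615-DNA. Fluorescence polarization was read for both dyes.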
APE1 inh: inhibitors of human APE1 endonuclease | P27695 | recombinant APE1, TAMRA/BHQ-2 abasic DNA cleavage fluorescence | Potency, µM (titrated, usually from 65.8 µM), inactives show at the top dose activity change, negative = inhibition, hits mostly inhibitors | 350,000 tested, 0.35% active;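 note: potency is the fitted concentration of half-maximal effect; plate controls were vehicle for no effect and reference inhibitor for full effect; nearly all actives have a fitted effect of over 55% in size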
Target sequence (P27695 whole entry, looked up): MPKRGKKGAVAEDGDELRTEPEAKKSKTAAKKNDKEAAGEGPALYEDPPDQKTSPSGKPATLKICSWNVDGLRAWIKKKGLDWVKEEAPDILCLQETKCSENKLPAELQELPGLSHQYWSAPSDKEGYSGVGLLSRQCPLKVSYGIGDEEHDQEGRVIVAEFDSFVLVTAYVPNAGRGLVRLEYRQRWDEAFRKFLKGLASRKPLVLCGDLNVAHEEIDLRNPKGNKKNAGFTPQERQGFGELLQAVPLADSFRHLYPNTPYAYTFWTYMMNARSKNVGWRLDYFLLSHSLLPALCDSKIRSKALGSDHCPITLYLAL
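Endonuclease cleavage of a quenched abasic-site DNA duplex (50 nM) by APE1 (0.75 nM) was tracked by TAMRA dequenching. Compounds were preincubated with enzyme 15 min at room temperature; data normalized to buffer-only and DMSO wells plus NSC13755 control.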
POLH inh: DNA polymerase eta (human) inhibition. 390,000 tested, 1.2% active. Potency, µM (top dose mostly 114 µM), inactives show top-dose activity change, negative = inhibition, actives largely listed as inhibitors. Q9Y253. recombinant Pol eta, fluorescent DNA replication assay; note: potency is the fitted concentration of half-maximal effect; % is set by controls: 0 for no effect and ±100 for the full control effect
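Fluorescent replication assay: 50 nM final substrate added after a 15 min room-temperature compound preincubation with 10 nM enzyme. Signal taken at 0 min and again at 10 min.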
An asterisk follows results filed as active; ? = inconclusive; / = no result given; & = joins results of further samples; [ ] = another dose, or the depositor's remark. Unless noted, calls come from the whole dose curve; as a rule, active = well fitted curve in the direction sought with a large enough effect; inconclusive = small, poorly fitted or top-dose-only effect, or another doubt; inactive = no such curve, though single readings can be large; an effect the other way counts as inactive or inconclusive. Only part of the results is shown; the hit share may differ from the screen's.

SMILES | LDHA block | RGS4 inhibitor | 12-LOX inh | Pol kappa inh | Apoferritin bind | POLB inh | ERG-DNA inh | APE1 inh | POLH inh
O=C1NC(=Nc2ccccc2)c2ccc([N+](=O)[O-])cc21 | -4.2 | -3.5% | -12.3% | -7.7% | -1.3% | 4.8% | 6.5% | 3.2% | -18.8%
CCC1(CC)C(=O)C2=C3C1[C@H](C(=O)OC)CC(C(=O)OC)C[C@H]3[C@H]1C(=O)N(c3ccccc3)C(=O)[C@H]1[C@H]2C (stereo not given in full) | 2.7 | -7.0%&23.5% | -8.4% | 14.0%&-6.1% | -3.0% | / | 17.4% | 12.7% | -7.2%
C/C(=N\NC(=O)c1cc2ccccc2cc1O)c1cccs1 | 4.9 | -38.4% | -2.2% | -38.9% | -11.5% | ? | ? | 25.6% | -16.5%
CCOC(=O)c1c(NC(=O)CSc2nnc(-c3cccnc3)o2)sc2c1CCC2 | -5.1 | -33.0% | 0.0% | -8.3% | -3.3% | 1.7% | -8.0% | 7.5% | 8.6%
Nc1c2c(nn1-c1ccccc1)CCC2 | -1.7 | 24.5% | -15.1% | 4.0% | -14.9% | -1.8% | 3.3% | 12.1% | 1.2%
CC(C)Nc1nnc(SCC(=O)N2CCN(C(=O)c3ccco3)CC2)s1 | 21.5 | -26.4% | 1.8% | -1.8% | / | / | 9.6%[15.4 µM] | 43.5% | -13.8%
C/C(=N\NC(=O)c1ccncc1)c1ccc(N(C)C)cc1 | 1.5 | ? | ? | 1.4% | -8.6% | 9.0% | 0.2% | -4.8% | -21.5%
CCOc1ccc(NC2OC(C)C(O)C(O)C2O)c([N+](=O)[O-])c1 (stereo not given) | -6.4 | -39.5% | -11.5% | -9.7% | -9.2% | 21.3% | -5.7% | -7.6% | -10.5%
O=C(NCCN1CCN(c2ccccc2)CC1)C1(S(=O)(=O)c2ccc(Cl)cc2)CC1 | 0.2 | 11.4% | 0.1% | -13.1% | -7.9% | 0.4% | 1.5% | -0.4% | -23.2%
CC(C)(CNC(=O)C1c2ccccc2-c2ccccc21)N1CCOCC1 | 1.4 | 27.1% | -8.0% | -3.7% | -5.9% | ? | -1.7% | 34.1% | -1.3%
C=CCc1cccc2cc(-c3nc4ccc(C(=O)O)cc4[nH]3)c(=O)oc12 | 24.5 | -5.8% | -18.5% | -0.8%[60.1 µM] | 351.3%[activator] | -19.5% | 2.6% | / | ?
NN1C(=O)NC(c2ccccc2)(c2ccccc2)C1=O | -2.6 | 4.7% | 7.6% | -12.4% | -2.9% | -29.1% | 10.6% | 2.3% | 5.6%
COc1ccc(C2C3=C(CCCC3=O)Nc3nc(SCc4ccc(C(=O)O)cc4)nn32)cc1OC (stereo not given) | -2.4 | -3.5% | ? | -29.9% | 2.2% | 4.1% | -10.7% | -4.6% | -12.8%
Cc1sc(-c2ccncc2)nc1OC(=O)c1ccccc1 | -3.3 | -18.1% | 110.2%[activator] | -0.9% | -13.6% | 9.9% | -2.2% | 3.4% | -14.8%
CCC(=O)Nc1cccc(NC(=S)NC(=O)c2cc3ccccc3o2)c1 | -2.8 | ? | -11.5% | 0.3% | -11.5% | 2.7% | 3.5% | 0.2% | -6.8%
CSc1ccc(C(=S)N2CCCC2)cc1 | -1.3 | -33.6% | 0.0% | -2.8% | -11.9% | -19.5% | 17.6% | 22.8% | -6.3%
CCCn1c(O)c(CN2CCCC(C)C2)c(C)c(C#N)c1=O (stereo not given) | 22.6 | ? | 0.0% | -17.6% | 1.5% | 20.5% | 37.5%[activator] | -3.2% | 5.8%
O=C(Nc1nnc(-c2ccco2)s1)c1ccccc1 | 0.3 | -14.3% | -8.2% | -28.4% | -12.3% | -20.5% | 4.8% | 14.5% | 4.1%
N#Cc1ccc(C(=O)OCC(=O)N2CCCC2)cc1 | -7.8 | -14.3% | -2.6% | 6.4% | 9.5% | 49.6% | -17.0% | -15.6% | -3.6%
CCOc1cc(-c2nnc(SCC(=O)NC3CCCCC3)nc2-c2ccc(OC)c(OCC)c2)ccc1OC | 3.7 | -17.8% | 6.4% | -4.6%[60.1 µM] | 3.5% | 2.2% | 3.7% | / | -16.8%

Part of the list above in order of heavy-atom count, largest number first:
SMILES | LDHA block | RGS4 inhibitor | 12-LOX inh | Pol kappa inh | Apoferritin bind | POLB inh | ERG-DNA inh | APE1 inh | POLH inh
COc1ccc(C2C3=C(CCCC3=O)Nc3nc(SCc4ccc(C(=O)O)cc4)nn32)cc1OC (stereo not given) | -2.4 | -3.5% | ? | -29.9% | 2.2% | 4.1% | -10.7% | -4.6% | -12.8%
CCC(=O)Nc1cccc(NC(=S)NC(=O)c2cc3ccccc3o2)c1 | -2.8 | ? | -11.5% | 0.3% | -11.5% | 2.7% | 3.5% | 0.2% | -6.8%
CCCn1c(O)c(CN2CCCC(C)C2)c(C)c(C#N)c1=O (stereo not given) | 22.6 | ? | 0.0% | -17.6% | 1.5% | 20.5% | 37.5%[activator] | -3.2% | 5.8%
O=C(Nc1nnc(-c2ccco2)s1)c1ccccc1 | 0.3 | -14.3% | -8.2% | -28.4% | -12.3% | -20.5% | 4.8% | 14.5% | 4.1%
CSc1ccc(C(=S)N2CCCC2)cc1 | -1.3 | -33.6% | 0.0% | -2.8% | -11.9% | -19.5% | 17.6% | 22.8% | -6.3%

The list goes on:
SMILES | LDHA block | RGS4 inhibitor | 12-LOX inh | Pol kappa inh | Apoferritin bind | POLB inh | ERG-DNA inh | APE1 inh | POLH inh
COc1ccc(OCC(=O)Nc2ccc3c(c2)nc(CCNC(=O)c2ccco2)n3C)cc1 | 2.8 | 30.3% | -13.4% | 0.0% | 5.2% | -2.8% | -2.4% | / | -6.8%
COCCn1c(C)cc(C(=O)CN2C(=O)NC3(CCCCCC3)C2=O)c1C | -6.8 | -45.1% | ? | -11.9% | / | / | -1.9% | 16.5% | -8.8%
CCc1ccc2c(c1)C(C)=CC(C)(C)N2 | 11.2 | -20.1% | ? | -11.3% | -11.8% | -9.4% | -8.6% | -5.5% | -18.3%
COc1cccc(NC(=S)Nc2cc(C)cc(C)n2)c1 | -8.7 | -33.6% | 14.9% | 5.0% | 25.5% | 20.7% | -5.9% | 3.3% | -18.6%
COc1ccc(-c2ccc(=O)n(Cc3cccc([N+](=O)[O-])c3)n2)cc1 | -6.5 | -1.3% | -14.8% | -1.8% | ? | -6.1% | 1.3% | -6.9% | -6.1%
O=C(CCCCCn1c(=S)[nH]c2ccc(N3CCOCC3)cc2c1=O)NCc1ccc(Cl)cc1 | -1.6 | -11.1% | -14.9% | 10.4% | -0.9% | 3.2% | 1.5% | -2.5% | -9.7%
Cn1c(=O)oc2cc(S(=O)(=O)CCC(=O)NCc3ccc(Cl)cc3)ccc21 | -2.1 | -20.1% | ? | 6.3% | -6.9% | 23.3% | 2.3% | / | -16.5%
Cc1cc(-c2nc(C)c(-c3nnc(SCC(=O)Nc4cc(Cl)cc(Cl)c4)n3C)s2)no1 | -1.3 | 1.9% | 106.4%[activator] | -5.9% | 2.0% | 34.1% | 7.4% | 13.3% | -0.5%
c1cnc2c(Oc3ncnc4sccc34)cccc2c1 | -1.4 | -25.0% | -1.0% | -1.6% | -7.2% | 0.4% | -10.4% | -10.3% | -2.8%
CCOC(=O)N1CCC(NCCNC(=O)c2cccs2)CC1 | -10.4 | -30.7% | -28.8% | 3.8% | 21.6% | -10.2% | -14.3% | 2.3% | -7.3%
CCOC(=O)C1(CCCc2ccccc2)CCN(C(=O)c2ocnc2C)CC1 | 3.3 | -9.6% | 4.8% | -9.1% | -14.6% | 28.4% | -0.5%[15.4 µM] | -1.7% | -15.8%
COCCN(Cc1ccccc1)C(=S)Nc1ccc(OC(F)F)cc1 | -0.8 | -1.9% | -18.9% | -5.8% | -6.7% | 2.9% | -7.9% | -5.1% | -19.2%
CCOc1ccc(NC(=O)c2cc3ccccc3cc2O)cc1 | 3.8 | -40.4% | ? | 14.1% | -11.6% | ? | -5.0% | ? | ?
COc1ccc(NC(=O)NCc2ccccc2F)cc1OC | -8.0&-2.8 | 29.6% | -0.4%&-14.8% | -8.4% | -10.2% | 4.6% | -0.5% | 4.2% | -4.0%
O=C(CN1CCN(Cc2ccc(F)cc2Cl)CC1)NCc1ccccc1 | -3.8 | -12.9% | 3.4% | -8.7% | -6.6% | 14.4% | -7.2% | 42.8% | -8.7%
COc1ccc([N+](=O)[O-])cc1NC(=O)c1ccc(N2C(=O)CCC2=O)cc1 | -4.6 | 1.3% | 0.0% | -8.3% | 10.2% | 13.7% | -7.0% | -2.2% | 5.1%
C[C@H](NC(=O)c1ccco1)C(=O)Nc1ccc2c(c1)OCO2 | 1.7 | 8.7% | ? | -18.4% | -8.6% | -10.8% | 2.6% | ? | -16.6%
O=C1CN(C(=O)COC(=O)CNS(=O)(=O)/C=C/c2ccccc2)c2ccccc2N1 | 2.4 | -34.0%[56.9 µM] | -0.5% | -10.1% | -10.9% | -29.6% | 8.4% | 0.4% | -12.4%
CCn1c(SCC(=O)Nc2cccc(C(C)=O)c2)nnc1C(C)C | -7.4 | 6.1% | 9.0% | -0.7% | -17.8% | 1.8% | 2.1% | -4.4% | 3.2%
Cc1c(Br)c(=O)oc2c(C)c(O)ccc12 | -8.1 | -38.4% | -9.9% | -9.1% | 173.8%[activator] | 2.5% | -3.6% | -1.4% | -15.2%

From PubChem BioAssay
